Mtb RmlCD inh: inhibitors of Mycobacterium tuberculosis RmlC and RmlD coupled enzymes | P9WH09+P9WH11 | RmlC+RmlD coupled enzyme assay, percent inhibition; primary screen in compound mixtures | inhibition, % at 3.6 µM | 160,000 tested, 0.03% active | AID 1533; in the data active = inhibition mostly above about 34%, no sharp cut-off; inconclusive = no clear call, values can overlap the other calls; inactive = mostly below about 22%; note: some results filed as inactive read as strong as hits
Target sequence (P9WH09 whole entry, looked up): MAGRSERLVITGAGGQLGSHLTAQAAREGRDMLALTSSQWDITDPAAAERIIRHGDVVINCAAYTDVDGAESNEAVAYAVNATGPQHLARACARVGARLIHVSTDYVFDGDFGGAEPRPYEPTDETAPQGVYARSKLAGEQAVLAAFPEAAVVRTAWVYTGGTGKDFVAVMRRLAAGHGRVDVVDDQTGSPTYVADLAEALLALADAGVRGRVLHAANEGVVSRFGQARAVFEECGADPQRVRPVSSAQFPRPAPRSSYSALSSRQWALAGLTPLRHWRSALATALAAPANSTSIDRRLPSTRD
Target sequence (P9WH11 whole entry, looked up): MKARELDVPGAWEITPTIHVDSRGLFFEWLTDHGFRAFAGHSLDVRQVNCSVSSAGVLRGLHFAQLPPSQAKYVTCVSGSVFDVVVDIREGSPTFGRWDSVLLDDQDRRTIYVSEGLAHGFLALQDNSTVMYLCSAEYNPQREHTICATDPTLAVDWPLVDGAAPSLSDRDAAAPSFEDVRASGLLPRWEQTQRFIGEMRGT
GlmU inhibition: inhibition of mycobacterial GlmU enzyme – biochemical, glucosamine-1-phosphate acetyltransferase (AID 1376). M. tuberculosis GlmU acetyltransferase enzyme assay; higher % means a stronger effect. inhibition, %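 (tested at 30 µM in the primary screen)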; hits with a dose series show IC50 in µM. 220,000 tested, 0.25% active; in the data active = inhibition above about 13%; inconclusive = no clear call, values can overlap the other calls;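 note: 0% = complete reaction with vehicle and 100% = reaction without substrate; strong numbers were not always called active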
Starred values were filed as active, the others as inactive; ? = inconclusive; nt = no result given; & = joins results of further samples.

The line under a structure holds: Mtb RmlCD inh, GlmU inhibition
- NC(=O)C1(N2CCCCC2)CCN(CC(=O)Nc2ccccc2Sc2ccccc2)CC1
  nt, -4.0%
- COc1ccc(-c2nnc(SCC(=O)NC3CCCCC3)o2)cc1OC
  10.8, 4.7%
- COc1ccc(C=O)cc1Cn1ccnc1C
  -9.5, -0.4%
- COCCn1nnnc1C(CC(C)C)N1CCN(c2nc3ccccc3s2)CC1 (stereo unspecified)
  nt, 1.4%
- Cn1c(=O)c2c(nc(OCCc3ccccc3)n2C)n(C)c1=O
  18.1, nt
- O=C(c1cccc2c1C(=O)N(Cc1cccnc1)C2)N1CCN(c2ccccc2)CC1
  nt, 0.8%
- FC(F)(F)c1cccc(-c2noc(CN3CCOCC3)n2)c1
  nt, -1.4%
- CCOc1ccc(NS(=O)(=O)c2ccc(OCC(=O)NCCCOC)cc2)cc1
  10.4, -0.1%
- CCCCNS(=O)(=O)c1ccc2nc(SCC(=O)c3ccccc3OC)[nH]c2c1
  nt, 1.6%
- Cc1nnc(SCC(=O)Nc2ccccc2C(=O)NC2CC2)s1
  -8.3, -1.0%
- O=C(Oc1c(CN2CCOCC2)cc(Cl)c2cccnc12)c1ccccc1F
  -8.9, -5.1%
- C#CCOCCOCCOCCNc1nc(N2CCN(C(=O)[C@H](CCCCN)n3cc([C@@H](N)C(C)CC)nn3)CC2)nc(N2CCN(C(=O)[C@H](Cc3ccc(O)cc3)n3cc([C@@H](N)C(C)CC)nn3)CC2)n1 (stereo partly specified)
  nt, -11.5%
- COCCn1c(SCC(=O)c2c(N)n(C)c(=O)n(C)c2=O)nc2ccccc21
  -10.7, 2.4%
- COC(=O)Nc1sccc1C(=O)Nc1sccc1C(=O)OC
  nt, 0.2%
- CCN(c1ccccc1)S(=O)(=O)c1ccc(C(=O)Nc2nnc(C3CC3)o2)cc1
  -7.6, 2.4%
- CCOC(CNC(=O)c1ccc2c(c1)ncn2-c1cccc(F)c1)OCC
  38.9, 3.0%
- COCCN1CCC(CNCc2c(C(=O)N3CCCCC3)nc3c(C)cccn23)C1 (stereo unspecified)
  nt, -0.6%
- COc1ccc2nc(NC(=O)c3cc(C)oc3C)sc2c1
  nt, 4.7%
- COC(=O)/C=C/CSC1=N/C(=C/c2ccc(-n3cncn3)cc2)C(=O)N1
  4.9, -0.2%
- CC1C(=O)NN=C1C(=O)N/N=C/c1ccco1 (stereo unspecified)
  3.7, -4.1%
- CC(=O)C1C(c2ccccc2Cl)NC(=O)NC1(O)C(F)(F)F (stereo unspecified)
  6.4, -3.8%
- Cc1ccc(C(=O)N/C(=C/c2ccccc2)C(=O)NC(Cc2ccccc2)C(=O)O)cc1 (stereo unspecified)
  -13.0, 1.1%
- Cc1c(Cl)cccc1-n1c(SCC(=O)NCc2ccccc2Cl)nnc1-c1ccncc1
  4.6, -3.7%
- O=C(OCc1cn(-c2ccc(Cl)c(Cl)c2)nn1)c1ccccc1
  21.9, 0.7%
- O=C(COC(=O)COc1ccccc1[N+](=O)[O-])Nc1ccc(S(=O)(=O)N2CCCCC2)cc1
  2.4, 7.7%
- CCOc1cccc(N2C(=O)CC(NNC(=O)c3ccc(Br)o3)C2=O)c1 (stereo unspecified)
  6.3, 0.6%
- CCC(=O)Nc1ccc(-c2nnc(SCC(=O)NCC3CCCO3)n2C)cc1 (stereo unspecified)
  8.8, 2.7%
- O=C1O[C@@H]([C@H](O)CO)C(O)=C1O
  nt, 1.0%
- N#Cc1c(SCC(N)=O)nsc1SCc1ccccc1Cl
  -1.5, -0.5%
- N#CCCNC(=O)CCN1CCCCC1
  -0.6, -3.7%
- O=C(N1CCOCC1)C(F)(F)C(=O)N1CCOCC1
  -5.5, 1.0%
- CC1CN(c2cc([N+](=O)[O-])ccc2Cl)CC(C)N1 (stereo unspecified)
  nt, -2.1%
- Cc1ccc(C(=O)COC(=O)c2ccccc2NC(=O)c2ccccc2)cc1[N+](=O)[O-]
  nt, 0.9%
- Cc1ccc2oc(=O)n(CC(=O)OC(C)C)c2c1
  nt, 0.6%
- Clc1ccccc1COc1ccccc1-c1nnco1
  nt, -0.5%
- O=C(CN1CCN(c2ccccc2O)CC1)NNC(=O)c1ccc(Cl)cc1
  nt, 1.0%
- CSc1ccc(NC(=O)N2CCN(c3nc4ccccc4s3)CC2)cc1
  nt, 7.4%
- C/C(=N\Nc1ccc(S(=O)(=O)Nc2ccc(Cl)cc2)cc1[N+](=O)[O-])c1ccc(N2CCOCC2)cc1
  -7.2, 2.8%
- Cc1ccc(-c2[nH]n3c(=O)c4c(nc3c2C)CCCC4)cc1
  -11.0, -0.6%
- Cn1c(NC(=O)/C=C\c2ccccc2)cc(=O)n(C)c1=O
  -0.7, -3.1%
- NC(=O)C1CCN(C(=O)COc2ccc(Nc3ccccc3)cc2)CC1
  10.7, 0.1%
- COc1ccc(S(=O)(=O)N(C)CC(=O)Nc2ccccc2SC)cc1
  nt, -2.7%
- CN(C(=O)CSc1nnc(-c2ccco2)o1)C1CCCCC1
  nt, -1.6%
- O=c1cnnc(N/N=C/c2ccccn2)[nH]1
  -11.6, -1.5%
- CCOC(=O)C1CCCN(S(=O)(=O)c2ccc(Br)c(OC)c2)C1 (stereo unspecified)
  13.4, 1.5%
- CCO[C@H]1OC(C(=O)NCc2nc3ccccc3[nH]2)=C[C@@H](c2cn(C(C)=O)c3ccccc23)[C@@H]1CCCO
  nt, 0.8%
- Cc1ccc(S(=O)(=O)NC(CN2CCOCC2)=NCCNS(=O)(=O)c2ccccc2)cc1
  16.5, 7.5%
- CC(C)CN1C=C2C(=O)C(C)(OC(=O)C3CCCC3)C(=O)C=C2C=C1c1ccsc1 (stereo unspecified)
  nt, 2.9%
- COC(=O)c1ccc2c(=O)n(CCCCCC(=O)O)c(=S)[nH]c2c1
  nt, 2.4%
- O=C(Nc1nc2ccccc2s1)c1ccc(N2CCCCC2)c([N+](=O)[O-])c1
  4.4, 4.9%
- Cc1c(CCOC(=O)CC23CC4CC(CC(C)(C4)C2)C3)sc[n+]1CC(=O)c1ccccc1
  0.0, -9.0%
- Cc1[nH]c2ccccc2c1C(=O)COC(=O)Cn1c(C(F)(F)F)nc2ccccc21
  -9.5, 4.6%
- CCN(CC)S(=O)(=O)c1cc(NS(=O)(=O)c2cccc(Cl)c2)ccc1C
  6.4, 1.5%
- Cc1cccc2cc(COC(=O)c3ccco3)c(=O)[nH]c12
  nt, -0.9%
- COc1ccc(Cl)cc1S(=O)(=O)N1CCN(C(=O)c2ccco2)CC1
  17.3, 2.2%
- Cc1nc(NC(=O)/C=C/c2ccccc2)sc1C(=O)N1CCCCC1
  0.3, -2.2%
- C[n+]1ccc(-c2ccncc2)cc1
  12.6, -2.5%
- COc1ccc(CCN2C(=O)C3C4CC(C5C(C(N)=O)=NOC45)C3C2=O)cc1OC (stereo unspecified)
  -3.6, 6.3%
- C=C(C)C(=O)Nc1nnc(-c2cccs2)s1
  -15.8, 2.1%
- COCc1cc(Sc2ccc(Br)cc2)nc(-c2ccccc2)n1
  nt, 1.2%

(further entries)
The line under a structure holds: Mtb RmlCD inh, GlmU inhibition
- Nc1cc(C(=O)OCC(=O)NCc2ccco2)ccc1Cl
  nt, 4.4%
- C#CCOCCOCCOCCNc1nc(OC)nc(N2CCN(C(=O)[C@H](CCCCN)n3cc(C(N)CO)nn3)CC2)n1 (stereo partly specified)
  nt, -3.2%
- Cc1cccc(NC(=S)NC2CCCCCC2)c1C
  -13.8, 10.3%
- CCOc1cc(C(=S)N2CCOCC2)ccc1OS(=O)(=O)c1ccc(NC(C)=O)cc1
  nt, 1.3%
- Cc1cc(C(=O)O)c(C)n1-c1ccccc1
  2.8, 5.2%
- CCN(CC)C(=O)CN(C#N)c1nc(OC)nc(N(C)C)n1
  -4.1, -0.3%
- CC(=O)N1N=C(c2ccccc2)OC12CCCC2
  6.5, -1.8%
- Cc1ccc(-c2cc(C(=O)NCC3CCCO3)no2)cc1 (stereo unspecified)
  nt, -2.5%
- O=C1c2ccccc2C(=O)N1Cc1nc2ccccc2c(=O)n1CCN1CCOCC1
  nt, 2.0%
- O=C(/C=C(\c1ccccc1)n1cncn1)c1ccccc1
  -8.7, 2.4%
- Cc1cc(C)nc(SC2=CS(=O)(=O)c3ccccc32)n1
  nt, 4.2%
- O=C(O)C1Nc2c(O)cccc2C2C=CCC12 (stereo unspecified)
  ?, 33.7%*
- Cc1cc(C(F)(F)F)n(-c2nc(C(=O)NNS(=O)(=O)c3ccccc3)cs2)n1
  nt, -1.3%
- CCOC(=O)C(Cc1ccc(OC)c([N+](=O)[O-])c1)NC(=O)CCC(=O)Nc1ccc(OC)cc1 (stereo unspecified)
  -12.0, -2.5%
- CC(C)[C@H](NC(=O)c1ccco1)C(=O)OCC(=O)c1ccc2c(c1)NC(=O)CO2
  nt, -2.4%
- Cc1ccc(CS(=O)(=O)CCC(=O)NCCC2=CCCCC2)cc1
  7.1, 3.0%
- CCOC(=O)c1c(-c2ccccc2)c(C(C)=O)c(=O)n(C)c1C
  1.0, -2.8%
- CCn1nnnc1-c1ccc(OC)c(S(=O)(=O)N2CCCCC2)c1
  1.8, -2.1%
- NCCOc1ccc(C2CCCCC2)cc1
  12.1, -3.9%
- O=C(O)CCCNS(=O)(=O)/C=C/c1ccccc1
  -10.0, 0.9%

Quoted at random: 2 compounds from above, in no set order.
The line under a structure holds: Mtb RmlCD inh, GlmU inhibition
- CCOC(=O)C(Cc1ccc(OC)c([N+](=O)[O-])c1)NC(=O)CCC(=O)Nc1ccc(OC)cc1 (stereo unspecified)
  -12.0, -2.5%
- NCCOc1ccc(C2CCCCC2)cc1
  12.1, -3.9%

The main list resumes with the 4 entries that preceded the break.
The line under a structure holds: Mtb RmlCD inh, GlmU inhibition
- CCOC(=O)c1c(-c2ccccc2)c(C(C)=O)c(=O)n(C)c1C
  1.0, -2.8%
- CCn1nnnc1-c1ccc(OC)c(S(=O)(=O)N2CCCCC2)c1
  1.8, -2.1%
- NCCOc1ccc(C2CCCCC2)cc1
  12.1, -3.9%
- O=C(O)CCCNS(=O)(=O)/C=C/c1ccccc1
  -10.0, 0.9%
- COC(=O)c1ccc2c(c1)C(=O)/C(=C/c1ccc(C)cc1)O2
  -7.5, -5.2%
- COc1cc([N+](=O)[O-])cc(/C=N/NC(=O)c2ccc(C)nc2)c1O
  6.6, 8.7%
- O=S(=O)(Nc1ccncc1Cl)c1cccc(Cl)c1Cl
  1.3, 2.3%
- CCOC(=O)N1CCN(c2c(NCCCOC(C)C)c(=O)c2=O)CC1
  9.8, 7.9%
- Cc1cccc(Oc2cnn(C(C)(C)C)c(=O)c2Cl)c1
  nt, 2.2%
- OC1(Cc2ccccc2)CCNCC1
  3.9&5.8, 0.5%&0.7%
- O=C(Nc1ccc(N2CCCC2)c(Cl)c1)c1cccnc1
  nt, 4.3%
- N#C/C(=C/c1ccc(-c2ccccc2[N+](=O)[O-])o1)C(=O)NCCN1CCCCC1
  nt, 0.0%
- COCCNC(=O)C(OC(=O)c1nsc(Cl)c1Cl)C(C)C (stereo unspecified)
  nt, -3.4%
- COc1ccc(C(C)=O)cc1COC(=O)c1cc(C)oc1C
  4.3, 2.3%
- CC(=O)n1cc([C@@H]2C=C(C(=O)N3CCN(Cc4ccc5c(c4)OCO5)CC3)O[C@H](OCCCCO)C2)c2ccccc21
  nt, -1.4%
- COc1ccccc1N(CN1CCCC1=O)C(=O)COc1ccccc1
  nt, -0.1%
- COc1ccc(/C=C/C(=O)N2CCNC(=O)C2)c(OC)c1
  4.5, -0.5%
- O=C(CC1C(=O)NCCN1C(=O)Nc1ccc(F)cc1F)Nc1ccc(F)cc1 (stereo unspecified)
  9.4, -4.2%
- Cn1c2c(c(=O)n(C)c1=O)NC1(N2)C(=O)Nc2ccccc21 (stereo unspecified)
  9.4, 0.1%
- COc1cccc(NC(=O)c2cc(-c3ccncc3)nc3c(C)cc(C)cc23)c1
  -11.4, -2.6%
- CN(C(=S)NC(=O)c1ccccc1Br)C1CCCCC1
  102.5, 0.0%
- COc1ccc(-c2nnn(CC(=O)N(Cc3ccco3)C(C(=O)NCC3CCCO3)c3ccco3)n2)cc1 (stereo unspecified)
  -6.1, -6.5%
- O=C(CN1C(=O)NC2NC(=O)NC21)N/N=C/c1ccc(F)cc1 (stereo unspecified)
  -13.4, -4.0%
- COc1ccccc1CC(=O)Nc1ccc2nc(C)sc2c1
  13.7, -2.2%
- CCCc1cn(S(=O)(=O)c2ccc(OC)cc2OC)nc1N
  -8.3, 2.1%
- COc1cc2c(cc1OC)CC(=O)N(C)CC2
  -9.2, -2.5%
- COCCCn1c(=O)/c(=C\c2cccc(OC)c2OC)s/c1=C(/C#N)C(=O)Nc1ccc(C(=O)O)cc1
  9.7, -0.8%
- CC(=O)C1=C(C)N(Cc2ccccc2)C(=O)N[C@H]1c1cccs1
  nt, 0.2%
- Cn1cnc([N+](=O)[O-])c1Sc1ccc(C(C)(C)C)cc1
  nt, 4.2%
- Cn1nc(C(=O)NCC2CCCO2)c2ccccc2c1=O (stereo unspecified)
  8.4, 2.6%
- O=C(CNC(=O)C1CCCCC1)OCc1cc(=O)oc2ccc3ccccc3c12
  -9.3, 1.9%
- CC(C)(C)C1CCC(OC(=O)c2ccncc2)CC1 (stereo unspecified)
  0.5, -4.3%
- COc1ccc(C(=O)NCc2nnc(SCC(=O)Nc3nc4ccc(C)cc4s3)o2)cc1OC
  -0.4, 0.1%
- Cc1cc2c(C)nc(N/N=C/c3ccccc3)nc2o1
  5.0, 4.0%
- CCOC(=O)CCCSc1nnc(CCCCCN2C(=O)c3cccc4cccc(c34)C2=O)o1
  -2.2, -1.1%
- CN(C)S(=O)(=O)N(CC(=O)Nc1ccccc1C(F)(F)F)c1ccccc1
  0.0, 1.4%

Compound activity as filed in PubChem.

Some of the compounds tested; count on the stated rates, not on these rows.
